Source: PubChem (Sanford-Burnham Center for Chemical Genomics)
tim23-1 inh: growth inhibitors of tim23-1 mutant yeast; AID 463212; S. cerevisiae tim23-1 growth, BacTiter-Glo luminescence, 24 h; inhibition, % at 20 µM; 330,000 tested, 1.3% active;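 active means growth inhibition of the mutant yeast at or above 50%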;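 further: temperature-sensitive mutant grown at 25 °C; plate controls were DMSO-treated mutant yeast for no effect and medium wells lacking yeast for full effect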
XBP1 UPR activ: activators of adaptive arm of unfolded protein response (XBP1). CHO-XBP1 luciferase reporter, IRE1-XBP1 UPR activation, luminescence; percent of tunicamycin response, DMSO as zero. activation, % at 20 µM. 330,000 tested, 0.33% active. AID 463104;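 active means versus positive control, 20 µM dose yields 30% or more activation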;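 further: 100% = tunicamycin at 10 µg/mL and 0% = DMSO only wells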
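Test system: CHO-XBP1 luciferase reporter cells | Buffer or medium: Serum-containing F12 medium, 10% FBS | Schedule: 6 h compound exposure at 37 °C, 5% CO2 | Detection: Steady-Glo luciferase glow luminescence, 10 min after reagent addition | Read-out basis: Activation, % of tunicamycin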
CHOP UPR activ: activators of apoptotic arm of unfolded protein response (CHOP) | 330,000 tested, 0.34% active | activation, % at 10 µM | CHO-CHOP luciferase reporter, UPR activation, luminescence; percent of tunicamycin response over DMSO baseline | AID 449763;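 active means at 10 µM dose, activation of 40% or more, normalized to positive control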;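 further: 100% = tunicamycin at 10 µg/mL and 0% = DMSO alone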
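System: CHO-CHOP luciferase reporter cell line | Buffer or medium: F12 medium containing 10% fetal bovine serum | Doses: One dose, 10 µM in 0.5% DMSO | Times: 6 h compound exposure at 37 °C after overnight seeding | Signal: Luciferase luminescence | Read-out: % activation vs tunicamycin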
tim10-1 inh: growth inhibitors of tim10-1 mutant yeast; S. cerevisiae tim10-1 ts strain growth, BacTiter-Glo, 24 h; inhibition, % at 20 µM; 330,000 tested, 2.2% active;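 active means inhibition of at least 40%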;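 further: mutant grown at 25 °C; 0% = DMSO wells with yeast and 100% = wells holding no yeast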
Mdm2 MdmX PPI: human Mdm2/MdmX binding inhibition; inhibition, % at 8 µM; SaOS-2 split-luciferase Mdm2/MdmX complementation, luminescence; 330,000 tested, 3% active; O15151+Q00987; AID 485346;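 active means inhibition of at least 50% at 8 µM in the primary screen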
Target sequence (O15151 whole entry, looked up): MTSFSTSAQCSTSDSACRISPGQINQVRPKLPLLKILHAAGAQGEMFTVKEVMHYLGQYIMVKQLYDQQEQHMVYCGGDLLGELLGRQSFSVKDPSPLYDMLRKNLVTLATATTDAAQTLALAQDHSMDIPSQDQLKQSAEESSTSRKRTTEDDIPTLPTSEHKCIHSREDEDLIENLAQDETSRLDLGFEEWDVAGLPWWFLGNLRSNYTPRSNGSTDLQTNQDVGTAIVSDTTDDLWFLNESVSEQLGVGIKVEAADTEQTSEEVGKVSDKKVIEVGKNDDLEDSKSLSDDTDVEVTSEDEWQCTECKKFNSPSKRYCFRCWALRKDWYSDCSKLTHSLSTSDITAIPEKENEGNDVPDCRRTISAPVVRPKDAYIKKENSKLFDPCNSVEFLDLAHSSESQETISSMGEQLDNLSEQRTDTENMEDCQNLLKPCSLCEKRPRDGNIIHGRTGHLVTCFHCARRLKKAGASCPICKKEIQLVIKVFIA
Target sequence (Q00987 whole entry, looked up): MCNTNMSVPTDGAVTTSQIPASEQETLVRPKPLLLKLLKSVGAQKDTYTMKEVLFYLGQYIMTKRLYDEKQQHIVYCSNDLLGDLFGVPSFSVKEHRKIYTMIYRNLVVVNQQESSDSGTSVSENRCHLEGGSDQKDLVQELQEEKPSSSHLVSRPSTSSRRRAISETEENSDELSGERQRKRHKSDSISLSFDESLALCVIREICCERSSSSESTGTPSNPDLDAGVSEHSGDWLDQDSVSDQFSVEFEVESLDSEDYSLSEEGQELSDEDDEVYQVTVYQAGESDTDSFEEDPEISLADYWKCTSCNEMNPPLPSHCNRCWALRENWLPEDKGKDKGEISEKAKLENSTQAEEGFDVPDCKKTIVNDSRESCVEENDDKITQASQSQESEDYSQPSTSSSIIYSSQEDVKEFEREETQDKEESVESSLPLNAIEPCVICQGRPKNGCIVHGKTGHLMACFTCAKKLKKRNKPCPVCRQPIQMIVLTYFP
697 NFkB inh: lowers PMA/ionomycin-induced NF-kB signal in 697 B cells; 697 B-cell NF-kB luciferase reporter, 16 h; inhibition, % at 4 µM; AID 435022; 330,000 tested, 0.33% active; in the data active means inhibition above about 35%
Jurkat NFkB inh: inhibitors of the PMA/ionomycin-induced NF-kB reporter in Jurkat cells. inhibition, % at 4 µM. 330,000 tested, 0.53% active. PMA/ionomycin-induced NF-kB luciferase reporter, luminescence; in the data active means inhibition above about 50%
TIM10 inh: inhibits growth of TIM10 yeast strain. S. cerevisiae TIM10 strain growth, BacTiter-Glo luminescence, 24 h. inhibition, % at 10 µM. 330,000 tested, 1.4% active;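 active means inhibition of 40% or more at the single tested concentration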;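 further: wild-type TIM10 isogenic control strain grown at permissive 25 °C; 0% = DMSO yeast wells and 100% = minimal medium wells without yeast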
* = called active by the depositor; & = joins results of further samples. No enrichment for hits; 6.6% or so of the library scored in one or more.

smiles | tim23-1 inh | XBP1 UPR activ | CHOP UPR activ | tim10-1 inh | Mdm2 MdmX PPI | 697 NFkB inh | Jurkat NFkB inh | TIM10 inh
COc1ccc(C(C[N+](=O)[O-])c2c(-c3ccccc3)cc3ccccn23)cc1OC (stereo not drawn) | 50* | 3 | 9.2 | 35 | 37 | 13 | 3 | 31
Cc1noc(COc2ccc(OCc3nc(C)no3)cc2)n1 | -7 | 2 | -1.8 | 4 | 2 | 14 | -11 | -7
O=C1[C@@H]2CSCN2C(=O)CN1Cc1ccccc1F | 4 | -2 | 2.0 | 4 | 12 | 3 | 3 | -1
CC(C)CC1Nc2ncnc(N3CCCCC3)c2N(Cc2ccccc2)C1=O (stereo not drawn) | 45 | 0 | 0.9 | 27 | 10 | -2 | 23 | 26
O=C(Nc1nc2nc(-c3ccccc3)cc(-c3ccccc3)n2n1)c1ccco1 | 39 | 0 | 2.5 | 43* | 37 | 47* | 8 | 60*
CCOP(=O)(OCC)C(C)(C)NC(=O)Nc1ccc(Cl)c(Cl)c1 | 18 | -2 | 0.3 | 4 | -8 | -5 | 5 | -17
COc1ccc(-n2c(Cc3cccn3C)nnc2SCC(N)=O)cc1 | 13 | -1 | 2.5 | 0 | 16 | 19 | 3 | -4
O=C(COc1ccc([N+](=O)[O-])cc1)N/N=C/c1ccccn1 | -8 | 0 | -0.6 | 8 | 11 | -2 | -11 | 3
Cc1cc(C)c2c(n1)nn1c(C3CC3)cc(C(F)(F)F)nc21 | 23 | 3 | 2.9 | 15 | -1 | 5 | -6 | 7
O=C(Cc1cccs1)Nc1nncs1 | 10 | 0 | 1.3 | -1 | 8 | 1 | 14 | -3
O=C(CSc1ccc(-c2ccco2)nn1)NCc1ccccc1Cl | 15 | 0 | 1.8 | 9 | 3 | -3 | -5 | 16
CC(=O)c1c(C)[nH]c(C(=O)OCC(=O)N2CCN(S(=O)(=O)c3ccc(C)cc3C)CC2)c1C | 3 | -2 | -0.4 | 22 | 24 | -23 | -4 | 24

Eleven entries from above, with values under each structure.
Every second line gives: tim23-1 inh, XBP1 UPR activ, CHOP UPR activ, tim10-1 inh, Mdm2 MdmX PPI, 697 NFkB inh, Jurkat NFkB inh, TIM10 inh
> Cc1noc(COc2ccc(OCc3nc(C)no3)cc2)n1
 : -7, 2, -1.8, 4, 2, 14, -11, -7
> O=C1[C@@H]2CSCN2C(=O)CN1Cc1ccccc1F
 : 4, -2, 2.0, 4, 12, 3, 3, -1
> CC(C)CC1Nc2ncnc(N3CCCCC3)c2N(Cc2ccccc2)C1=O (stereo not drawn)
 : 45, 0, 0.9, 27, 10, -2, 23, 26
> O=C(Nc1nc2nc(-c3ccccc3)cc(-c3ccccc3)n2n1)c1ccco1
 : 39, 0, 2.5, 43*, 37, 47*, 8, 60*
> CCOP(=O)(OCC)C(C)(C)NC(=O)Nc1ccc(Cl)c(Cl)c1
 : 18, -2, 0.3, 4, -8, -5, 5, -17
> COc1ccc(-n2c(Cc3cccn3C)nnc2SCC(N)=O)cc1
 : 13, -1, 2.5, 0, 16, 19, 3, -4
> O=C(COc1ccc([N+](=O)[O-])cc1)N/N=C/c1ccccn1
 : -8, 0, -0.6, 8, 11, -2, -11, 3
> Cc1cc(C)c2c(n1)nn1c(C3CC3)cc(C(F)(F)F)nc21
 : 23, 3, 2.9, 15, -1, 5, -6, 7
> O=C(Cc1cccs1)Nc1nncs1
 : 10, 0, 1.3, -1, 8, 1, 14, -3
> O=C(CSc1ccc(-c2ccco2)nn1)NCc1ccccc1Cl
 : 15, 0, 1.8, 9, 3, -3, -5, 16
> CC(=O)c1c(C)[nH]c(C(=O)OCC(=O)N2CCN(S(=O)(=O)c3ccc(C)cc3C)CC2)c1C
 : 3, -2, -0.4, 22, 24, -23, -4, 24

(continued)
smiles | tim23-1 inh | XBP1 UPR activ | CHOP UPR activ | tim10-1 inh | Mdm2 MdmX PPI | 697 NFkB inh | Jurkat NFkB inh | TIM10 inh
O=C(Cc1ccccc1)NCC(=O)N/N=C/c1ccc([N+](=O)[O-])s1 | 25 | -2 | 2.5 | -13 | 29 | 13 | 25 | 5
CCn1c(CCC(N)=O)nnc1SCC(=O)c1cc(C)n(C2CC2)c1C | -10 | -3 | -0.9 | -15 | 15 | 21 | -5 | 0
COc1cc(CC(=O)OCC(=O)c2ccc[nH]2)cc(OC)c1OC | -8 | -2 | -1.5 | -9 | 16 | 19 | -6 | 1
CC(C)(C)C(C(=O)n1cccc1C#N)c1ccccc1 (stereo not drawn) | 5 | -2 | 0.9 | 10 | -11 | 0 | 10 | 2
Cc1cc(CN2C(=O)c3ccccc3C2=O)cc(N2CCOCC2)c1 | 32 | 2 | 1.5 | 13 | 1 | -14 | -7 | 12
CC(=O)N1CCN(c2cc(N3CCc4ccccc4C3)c(F)cc2[N+](=O)[O-])CC1 | 43 | -1 | 0.8 | 52* | 14 | -2 | 3 | 25
Cc1cc(C)c[n+](-c2nc3ccccc3nc2C(=C=[N-])C#N)c1 | 3&-2 | -1&-3 | 0.0&-1.3 | 10&6 | 2&-32 | 8&-30 | 1&-16 | -12&5
CCCCc1ccc(NC(=S)NCc2cccnc2)cc1 | 11 | -1 | 0.8 | 25 | 27 | -11 | 1 | 21
O=C1c2ccccc2C(=O)N1CCCn1c(=O)oc2ccccc21 | 5 | 1 | 6.9 | -7 | 13 | -2 | 17 | 9
CCSc1nnc(NC(=O)C2CCCCC2C(=O)OCC(F)(F)C(F)F)s1 (stereo not drawn) | 2 | 0 | 0.3 | 10 | 9 | 2 | 4 | 5
CCOc1ccccc1C(=O)OCC(=O)Nc1ccc(OC(F)F)cc1 | 17 | 0 | -1.0 | 15 | 2 | -5 | -3 | -36
COC(=O)CSc1nc(N2CCOCC2)c2c(c1C#N)CC(C)(C)OC2 | 13 | -4 | -0.6 | 25 | 21 | 5 | -12 | -13
Cc1ccn2c(C(=O)N/N=C\c3cccs3)c(C)nc2c1 | 8 | 1 | -0.1 | 16 | -3 | 7 | 0 | -7
CNC(=O)c1nnsc1S(=O)(=O)c1ccc(Cl)cc1 | 32 | -11 | -10 | 58* | 96* | 28 | 18 | 23
C=CCn1c(SC(F)F)nc2scc(-c3ccco3)c2c1=O | 5 | 6 | 5.5 | 7 | 46 | -6 | -20 | -13
CCOC(=O)c1ccc(CSc2n[nH]c(C)n2)o1 | -5 | 1 | -0.9 | 21 | 5 | 7 | -12 | -1
Cc1cc(Cl)ccc1OCC(=O)NNC(=O)c1cccs1 | 23 | -3 | -0.4 | 11 | 5 | 2 | 0 | 5
N#CCC(=O)Nc1ccc(C(F)(F)F)cc1N1CCOCC1 | 27 | -2 | 1.3 | 20 | -5 | 7 | 9 | 22
OCCNc1ncnc2c1c(-c1ccccc1)c(-c1ccccc1)n2Cc1ccco1 | 35 | -2 | -1.3 | 21 | 20 | -24 | 4 | 26
COc1ccc(N2C(=O)CCC(C(=O)NCc3cccnc3)C2c2ccc(OC)c(OC)c2)cc1 (stereo not drawn) | 4 | 1 | 1.7 | 1 | 6 | 6 | 2 | 7
CN(C)S(=O)(=O)c1cccc(NC(=O)Cc2ccsc2)c1 | 6 | 5 | -0.3 | 8 | 11 | 0 | 11 | 7
COc1ccc(NC(=O)CCS(=O)(=O)c2cccc3nonc23)c(OC)c1 | 11 | -2 | 0.8 | 14 | 17 | 9 | 1 | -3
Oc1ccc(C[C@H]2CNCCN2CC2CCCCC2)cc1 | 18 | -3 | -0.5 | 7 | -3 | 4 | 6 | 6
Cc1ccc(S(=O)(=O)CCC(=O)OCC(=O)NCCc2ccccc2)cc1 | 13 | -1 | -1.0 | 22 | 9 | -33 | 1 | 8
COc1ccccc1C(=O)Nc1ccc2c(c1)OCO2 | 24 | 2 | 2.3 | 18 | -75 | -73 | -99 | 15
COc1ccc(-n2c(Cc3cccn3C)nnc2SCC(=O)Nc2ccc(F)cc2F)cc1 | 17 | -4 | 0.8 | 23 | 12 | 25 | -14 | 2
CCCCCOc1ccc(C(=O)CCC(=O)N2CCCC2)cc1 | 33 | -4 | 1.8 | 10 | 9 | -5 | -18 | -2
COc1cc(/C=N/NC(=O)c2ccncc2)cc2c1OCO2 | -6 | 1 | 1.1 | 8 | -18 | -4 | 3 | 10
CCOc1ccc(OCCCCn2ccnc2)cc1 | 5 | -2 | 3.7 | -7 | 19 | -22 | -14 | -13
CN(C(=O)CN1C(=O)C2C3CC(C(Br)C3Br)C2C1=O)C1CCCCC1 (stereo not drawn) | 10 | 0 | 3.5 | -2 | 11 | 21 | -3 | 15
COC(=O)CNC(=O)c1cn(CC(C)C)c(=O)c2cc(OC)c(OC)cc12 | 1 | -1 | -1.1 | -2 | 9 | 9 | -9 | 4
COC(=O)C(CCCN1C(=O)c2ccccc2C1=O)(NC(C)=O)c1nn[nH]n1 (stereo not drawn) | -14 | -1 | 0.2 | -14 | 30 | 9 | 8 | -15
Brc1cc(Br)c(Oc2cc(Br)c(Br)cc2Br)cc1Br | 7 | -5 | -1.4 | 4 | 15 | -17 | 1 | 11
CNc1ccc(/C=C2\CSc3ccccc3C2=O)cc1[N+](=O)[O-] | 29 | 5 | 3.0 | 45* | -4 | -96 | -17 | 46*
COc1ccc2nc(SCC(=O)N3CCCCCC3)c(C#N)cc2c1 | 11 | 1 | 3.7 | 36 | -3 | -30 | -36 | 27
CN(C)C(=O)c1ccc(NC(=O)CSc2nnc(-c3cccs3)n2N)cc1 | 3 | -2 | -0.6 | -8 | -20 | 11 | 1 | 7
CCOC(=O)c1c(-c2ccc(-c3ccccc3)cc2)csc1NC(=O)c1cccc(N2C(=O)CCC2=O)c1 | 14 | 0 | 1.9 | 9 | 28 | 11 | 10 | 13
O=C(Nc1ccccc1)c1cccc(S(=O)(=O)N2CCCCC2)c1 | 13 | 1 | 2.8 | 28 | -4 | -4 | -5 | 22
COc1ccc(Cl)cc1C(=O)Nc1ccc(NC(=O)c2ccco2)cc1 | -12 | 4 | 1.5 | -3 | 10 | -5 | -19 | -12
Cc1ccc(C)c(OCC(=O)NNC(=O)c2ccc(NC(=O)C3CC3)cc2)c1 | 0 | -1 | 0.0 | 8 | 14 | 20 | -12 | 3
O=C(NCc1ccccc1)c1ccc(-c2ccccc2C(F)(F)F)o1 | -10 | 0 | 3.1 | 29 | 4 | 8 | 0 | -16
CCn1c(C)c(C(C)=O)c(N2CCCCC2)nc1=S | 0 | -3 | -2.2 | -4 | -4 | 10 | -1 | 2
COc1ccccc1NC(=O)c1ccc(NS(=O)(=O)c2cccc3cccnc23)cc1 | -17 | -2 | 2.7 | -1 | 14 | -7 | 6 | 1
CC(=O)N1N=C(c2ccc(C)o2)CC1c1ccc(Br)cc1 (stereo not drawn) | -2 | 3 | 5.0 | 5 | -58 | -44 | -52 | 7
